SRC2 inh = inhibition of GAL4-SRC2 driven luciferase reporter, primary screen, SRC2 inhibitor project, cell-based, luminescence. HEK293 GAL4-SRC2 luciferase reporter. inhibition, % at 9 µM. 0.17% of 370,000 active. AID 651957, 2012;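 active = inhibition above the mean inhibition of all tested compounds plus 3 SD, set per campaign, cut at about 52% in these data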;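 note: 0% = DMSO treated cells and 100% = cells given Gossypol at 36 µM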
NOD2-RIPK2 inh = NOD2-RIPK2 binding disruptors in cells, primary screen, fluorescence, CHO cells, BLA complementation | Receptor-interacting serine/threonine-protein kinase 2 (Homo sapiens), O43353 | CCF4 ratio | inhibition, % at 4.98 µM | 0.38% of 360,000 active | AID 624267, 2012; in the data active = inhibition above about 21%;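 note: 0% = vehicle only and 100% = reference blocker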
ABCB6 inh MLPCN = ABCB6 transporter inhibitors, primary screen, K562-ABCB6 cells, flow cytometry, MLPCN library; ATP-binding cassette sub-family B member 6 (Homo sapiens), Q9NP58; K562-ABCB6 porphyrin accumulation, 1 h; hits give low values; fluorescence ratio to DMSO, % at 10 µM; 0.19% of 360,000 active; AID 602162, 2011;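 active = fluorescence ratio to DMSO below 75%, the collection mean minus 3 SD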;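 note: signal is porphyrin accumulated inside mitochondria; 100% equals median channel fluorescence of DMSO control wells; lower ratio means ABCB6 inhibition with less porphyrin fluorescence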
MC4R ag barr = MC4R agonists recruiting beta-arrestin, primary screen, cell-based, luminescence, agonist arm of biased-ligand search | activation, % at 8.9 µM | 0.98% of 360,000 active | U2OS MC4R beta-arrestin complementation; percent of melanotan II response, DMSO zero | Melanocortin receptor 4 (Homo sapiens), P32245;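 active = activation above a per-plate cutoff, the mean activation of sample wells on that plate plus 3 SD, cut at about 8% in these data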
TLR9-MyD88 inh = inhibitors of TLR9-MyD88 association in cells, primary screen, cell-based, CHO, BLA complementation, fluorescence; 0.21% of 340,000 active; AID 504734, 2011; inhibition, % at 4.98 µM; CCF4 FRET ratio;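 active = inhibition above the mean over all tested compounds plus 3 SD, cut at about 21% in these data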;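 note: 0% = DMSO only wells and 100% = clavulanate BLA inhibitor control wells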
MC4R antag cAMP = MC4R antagonists of cAMP signaling, primary screen, cell-based, TR-FRET, antagonist arm of biased-ligand search; inhibition, % at 6.5 µM; MC4R-expressing cells, MTII-stimulated cAMP, LANCE TR-FRET; 0.48% of 360,000 active;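 active = inhibition above its plate's cutoff, the mean of tested wells on that plate plus 3 SD, cut at about 29% in these data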;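 note: 0% = Melanotan II alone and 100% = Melanotan II plus saturating MCL0020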
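Material – human MC4R-expressing U2OS cells · Repeats – no replicates · Detection – TR-FRET with Eu-cAMP and labeled anti-cAMP, 671 nm · Times – compound 30 min, challenge 1 h, detection 1 h · Compound – single nominal compound dose of 6.5 µM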
ABHD5-PLIN5 inh = ABHD5-PLIN5 interaction inhibitors, primary screen, cell lysate, split luciferase complementation, luminescence; inhibition, % at 4 µM; 0.78% of 360,000 active; Split G. princeps luciferase complementation, 4 h; Perilipin-5 (Homo sapiens) + 1-acylglycerol-3-phosphate O-acyltransferase ABHD5 (Homo …;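 active = inhibition above the mean inhibition across every tested compound plus 3 SD, cut at about 22% in these data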;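 note: 0% = DMSO only wells and the 100% control is not disclosed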
Target sequence (Q00G26 whole entry, looked up): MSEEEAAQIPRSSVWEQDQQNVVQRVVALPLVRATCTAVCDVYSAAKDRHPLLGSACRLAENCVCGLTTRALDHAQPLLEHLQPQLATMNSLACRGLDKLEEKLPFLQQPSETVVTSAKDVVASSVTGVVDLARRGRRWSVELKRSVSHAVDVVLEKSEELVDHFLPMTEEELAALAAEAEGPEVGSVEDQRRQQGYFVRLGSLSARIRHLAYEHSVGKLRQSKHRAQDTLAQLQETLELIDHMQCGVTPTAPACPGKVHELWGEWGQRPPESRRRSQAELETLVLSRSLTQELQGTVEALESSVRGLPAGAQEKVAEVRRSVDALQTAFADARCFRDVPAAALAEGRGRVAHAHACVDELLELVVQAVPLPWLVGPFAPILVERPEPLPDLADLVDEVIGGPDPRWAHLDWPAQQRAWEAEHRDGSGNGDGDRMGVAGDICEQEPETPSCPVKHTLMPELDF
Target sequence (Q8WTS1 whole entry, looked up): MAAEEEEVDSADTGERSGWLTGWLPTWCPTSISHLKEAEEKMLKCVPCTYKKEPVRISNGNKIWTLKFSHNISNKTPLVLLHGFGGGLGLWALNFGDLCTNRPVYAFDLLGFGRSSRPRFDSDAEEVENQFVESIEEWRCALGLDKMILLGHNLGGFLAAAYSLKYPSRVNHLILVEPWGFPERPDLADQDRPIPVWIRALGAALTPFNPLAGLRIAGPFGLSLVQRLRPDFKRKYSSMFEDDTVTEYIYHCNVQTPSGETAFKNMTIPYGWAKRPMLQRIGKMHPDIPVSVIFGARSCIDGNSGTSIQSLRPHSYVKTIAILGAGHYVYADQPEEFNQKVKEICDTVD
m5-HT2A agonist = mouse Htr2a agonists via beta-arrestin recruitment, primary screen, cell-based, luminescence | activation, % at 7.6 µM | 5-hydroxytryptamine receptor 2A (Mus musculus), P35363 | 0.66% of 360,000 active | CHO-K1 mHTR2A beta-arrestin complementation; percent of 30 µM serotonin response;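 active = activation above a run cutoff, the mean activation of all tested compounds plus 3 SD, cut at about 14% in these data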;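 note: 0% = plate median of compound wells and 100% = 30 µM serotonin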
N-glyco inh = increase of ERlucT glycosylation luciferase signal, primary screen, N-linked glycosylation inhibitor project, D54 ERlucT cells, luminescence, set 2; reporter increase, % at 12.5 µM; 0.23% of 360,000 active; D54 ERlucT glycosylation luciferase reporter, 24 h; percent of 100 nM tunicamycin response; AID 588692, 2011;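 active = mean luciferase reporter signal, scaled so untreated is 0 and the glycosylation-blocking control 100, at or above a set limit in every replicate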;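 note: luciferase carries N-glycosylation sites so blocking glycosylation raises the light; 0% = median of neutral control wells and 100% = median of 100 nM tunicamycin wells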
Cardio protect = cardioprotection against H2O2-induced cell death, primary screen, uHTS, H9c2 cells, ATPLite luminescence; protection from H2O2 cell death, % at 20 µM; H9c2 cardiomyocytes, H2O2 injury protection, 2 h; AID 588492, 2011; 0.63% of 360,000 active;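 active = compounds giving at least 50% protection of heart cells from peroxide-induced death in the single-dose screen, raw or plate-pattern-corrected value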;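 note: 0% = DMSO wells with peroxide and 100% = DMSO wells without peroxide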
Numbers without * were called inactive; & = joins results of further samples.

For O=C(Cc1cccs1)NCc1cccc(Cl)c1 the results were SRC2 inh -82, NOD2-RIPK2 inh -10, ABCB6 inh MLPCN 99, MC4R ag barr -0.1, TLR9-MyD88 inh -16, MC4R antag cAMP 4, ABHD5-PLIN5 inh -11, m5-HT2A agonist 4, N-glyco inh -1 and Cardio protect -6.
Screening Cn1c(=O)oc2cc(S(=O)(=O)NCc3ccc(Cl)cc3)ccc21 returned SRC2 inh -2, NOD2-RIPK2 inh 3, ABCB6 inh MLPCN 100, MC4R ag barr -2.6, TLR9-MyD88 inh -14, MC4R antag cAMP 8, ABHD5-PLIN5 inh -2, m5-HT2A agonist 10, N-glyco inh 2 and Cardio protect -2.
For Cc1cccc(NC(=O)c2cn(-c3ccccc3)nc2-c2ccccc2)c1 the results were SRC2 inh 9, NOD2-RIPK2 inh 1, ABCB6 inh MLPCN 95, MC4R ag barr 4.6, TLR9-MyD88 inh 8, MC4R antag cAMP 8, ABHD5-PLIN5 inh 1, m5-HT2A agonist 0, N-glyco inh 2 and Cardio protect -4.
CCOC(=O)Cc1cc(=O)[nH]c(/N=C(/NC(=O)c2ccccc2)Nc2ccccc2C(F)(F)F)n1 was read as SRC2 inh -6, NOD2-RIPK2 inh -1, ABCB6 inh MLPCN 104, MC4R ag barr -0.7, TLR9-MyD88 inh 4, MC4R antag cAMP -2, ABHD5-PLIN5 inh -1, m5-HT2A agonist 2, N-glyco inh -2 and Cardio protect -4.
`CC(C)(C)Nc1c(-c2cccs2)nc2ccccn12` gave SRC2 inh 16, NOD2-RIPK2 inh -6, ABCB6 inh MLPCN 103, MC4R ag barr -3.2, TLR9-MyD88 inh 1, MC4R antag cAMP 12, ABHD5-PLIN5 inh -5, m5-HT2A agonist -4, N-glyco inh -2 and Cardio protect 5.
For O=C(NCCC1CCCCN1S(=O)(=O)c1ccccc1)C(=O)NCc1ccccc1F (stereo not given) the results were SRC2 inh -1, NOD2-RIPK2 inh 6, ABCB6 inh MLPCN 104, MC4R ag barr -1.7, TLR9-MyD88 inh 9, MC4R antag cAMP -6, ABHD5-PLIN5 inh -6, m5-HT2A agonist -9, N-glyco inh -4 and Cardio protect -4.
Screening C(=C\c1ccccc1)/CN1CCN(C(c2cccs2)c2nnnn2-c2ccc3c(c2)OCCO3)CC1 (stereo not given) returned SRC2 inh 9, NOD2-RIPK2 inh -10, ABCB6 inh MLPCN 98, ABHD5-PLIN5 inh 10, m5-HT2A agonist -10, N-glyco inh 0 and Cardio protect -6.
Screening CCCCN(C(=O)CSCC(=O)Nc1ccc(C)cc1)c1c(N)n(CC(C)C)c(=O)[nH]c1=O returned SRC2 inh -7, NOD2-RIPK2 inh -12, ABCB6 inh MLPCN 98, MC4R ag barr 2.0, TLR9-MyD88 inh -16, MC4R antag cAMP -1, ABHD5-PLIN5 inh -3, m5-HT2A agonist 4, N-glyco inh 1 and Cardio protect -3.
`CN1C(=O)N(c2nnc(C(C)(C)C)s2)C(=O)C1c1ccccc1` (stereo not given) gave SRC2 inh -1, NOD2-RIPK2 inh 1, ABCB6 inh MLPCN 99, MC4R ag barr 0.3, TLR9-MyD88 inh -1, MC4R antag cAMP -3, ABHD5-PLIN5 inh 7, m5-HT2A agonist 5, N-glyco inh 1 and Cardio protect 1.
Cc1c(C(=O)NC2CCCCC2)oc2c1C(=O)CC(C)(C)C2 was read as SRC2 inh 4, NOD2-RIPK2 inh 2, ABCB6 inh MLPCN 97, MC4R ag barr -2.8, TLR9-MyD88 inh -1, MC4R antag cAMP 4, ABHD5-PLIN5 inh -6, m5-HT2A agonist 6, N-glyco inh -1 and Cardio protect 6.
Cc1ccc(C(c2sc3nc(C)nn3c2O)N2CCN(c3ccc(F)cc3)CC2)cc1 (stereo not given) was read as SRC2 inh 17, NOD2-RIPK2 inh 11, ABCB6 inh MLPCN 89, MC4R ag barr 1.1, TLR9-MyD88 inh -5, MC4R antag cAMP 3, ABHD5-PLIN5 inh -1, m5-HT2A agonist -7, N-glyco inh 1 and Cardio protect 7.
O=C(CCCNC(=O)c1ccc(Cl)cc1)Nc1ccccc1C(F)(F)F was read as SRC2 inh 3, NOD2-RIPK2 inh 5, ABCB6 inh MLPCN 99, MC4R ag barr 1.4, TLR9-MyD88 inh -3, MC4R antag cAMP 19, ABHD5-PLIN5 inh -1, m5-HT2A agonist -9, N-glyco inh 3 and Cardio protect 4.
For CN1CCN(C(=O)c2cccn(Cc3ccc(C(F)(F)F)cc3)c2=O)CC1 the results were SRC2 inh -11, NOD2-RIPK2 inh 6, ABCB6 inh MLPCN 98, MC4R ag barr -0.4, TLR9-MyD88 inh 7, MC4R antag cAMP 0, ABHD5-PLIN5 inh 8, m5-HT2A agonist -7, N-glyco inh 0 and Cardio protect -1.
`Cc1ccccc1NC(=O)CN1CCN(Cc2ccccc2)CC1` gave SRC2 inh 8, NOD2-RIPK2 inh 1, ABCB6 inh MLPCN 102, MC4R ag barr 0.5, TLR9-MyD88 inh -2, MC4R antag cAMP 5, ABHD5-PLIN5 inh 6, m5-HT2A agonist -3, N-glyco inh 2 and Cardio protect 1.
`O=C(Nc1cc(Br)ccc1O)c1cc(-c2cccs2)on1` gave SRC2 inh -24, NOD2-RIPK2 inh -7, ABCB6 inh MLPCN 97, MC4R ag barr 1.7, TLR9-MyD88 inh 1, MC4R antag cAMP 7, ABHD5-PLIN5 inh -3, m5-HT2A agonist 10, N-glyco inh 1 and Cardio protect -11.
For CC(=O)Nc1ccc(NC(=O)COC(=O)c2cc([N+](=O)[O-])ccc2N2CCOCC2)cc1 the results were SRC2 inh 9, NOD2-RIPK2 inh -5, ABCB6 inh MLPCN 95, MC4R ag barr -1.5, TLR9-MyD88 inh -13, MC4R antag cAMP -1, ABHD5-PLIN5 inh 0, m5-HT2A agonist -8, N-glyco inh 3 and Cardio protect -6.
Screening Cn1nc(C(=O)NCc2cccc(F)c2)cc1C(=O)NCc1cccc(F)c1 returned SRC2 inh -37, NOD2-RIPK2 inh -10, ABCB6 inh MLPCN 96, MC4R ag barr -4.0, TLR9-MyD88 inh -9, MC4R antag cAMP 8, ABHD5-PLIN5 inh -1, m5-HT2A agonist -3, N-glyco inh -2 and Cardio protect -6.
Screening CCOc1ccc2c(C)c(C)c(=O)oc2c1OCC returned SRC2 inh -6, NOD2-RIPK2 inh -2, ABCB6 inh MLPCN 98, MC4R ag barr -0.5, TLR9-MyD88 inh 13, MC4R antag cAMP 7, ABHD5-PLIN5 inh 4, m5-HT2A agonist 0, N-glyco inh 2 and Cardio protect 5.
`Cc1noc(C)c1C(=O)OCC(=O)NC(=O)c1ccc(C(C)(C)C)cc1` gave SRC2 inh 9, NOD2-RIPK2 inh -2, ABCB6 inh MLPCN 101, MC4R ag barr 2.9, TLR9-MyD88 inh -10, MC4R antag cAMP 7, ABHD5-PLIN5 inh -4, m5-HT2A agonist 0, N-glyco inh 4 and Cardio protect 5.
`CC(C)CCN(C(=O)c1ccncc1)c1c(N)n(Cc2ccccc2)c(=O)[nH]c1=O` gave SRC2 inh 6, NOD2-RIPK2 inh -3, ABCB6 inh MLPCN 102, MC4R ag barr -1.8, TLR9-MyD88 inh 0, MC4R antag cAMP 1, ABHD5-PLIN5 inh -5, m5-HT2A agonist 8, N-glyco inh 2 and Cardio protect 3.
Screening CN(C)S(=O)(=O)c1ccc(NC(=S)NC(=O)Cc2ccccc2)cc1 returned SRC2 inh 0, NOD2-RIPK2 inh 2, ABCB6 inh MLPCN 101, MC4R ag barr -4.1, TLR9-MyD88 inh -1, MC4R antag cAMP -1, ABHD5-PLIN5 inh 1, m5-HT2A agonist -2, N-glyco inh 1 and Cardio protect 0.
For O=[N+]([O-])c1ccc(S(=O)(=O)Nc2nnc(C3CCCCC3)s2)cc1 the results were SRC2 inh 21, NOD2-RIPK2 inh -5, ABCB6 inh MLPCN 91, MC4R ag barr -1.3, TLR9-MyD88 inh -8, MC4R antag cAMP 8, ABHD5-PLIN5 inh -2, m5-HT2A agonist -2, N-glyco inh 0 and Cardio protect -4.
Screening CC(c1ccccc1)N1C(=O)c2ccc(C(=O)NCc3ccco3)cc2C1=O (stereo not given) returned SRC2 inh 5, NOD2-RIPK2 inh 5, ABCB6 inh MLPCN 94, MC4R ag barr -1.9, TLR9-MyD88 inh -2, MC4R antag cAMP 5, ABHD5-PLIN5 inh -10, m5-HT2A agonist 3, N-glyco inh 1 and Cardio protect -3.
Screening COc1ccccc1CNC(=O)c1cccnc1 returned SRC2 inh -13, NOD2-RIPK2 inh 3, ABCB6 inh MLPCN 98, MC4R ag barr 1.8, TLR9-MyD88 inh -6, MC4R antag cAMP 6, ABHD5-PLIN5 inh 8, m5-HT2A agonist -3, N-glyco inh -5 and Cardio protect -3.
Screening CC(C)CCC(C(=O)O)C(C)CC(=O)NNC(=O)c1ccco1 (stereo not given) returned SRC2 inh 14&1, NOD2-RIPK2 inh -10&-2, ABCB6 inh MLPCN 89&97, MC4R ag barr 1.3&-0.5, TLR9-MyD88 inh 10&4, MC4R antag cAMP 11&14, ABHD5-PLIN5 inh 1&1, m5-HT2A agonist 3&5, N-glyco inh 1&2 and Cardio protect 1&-3.
For CCN(CC)S(=O)(=O)c1cccc(C(=O)Nc2ccc(S(=O)(=O)NC3=NCCCCC3)cc2)c1 the results were SRC2 inh 6, NOD2-RIPK2 inh -10, ABCB6 inh MLPCN 94, MC4R ag barr 1.3, TLR9-MyD88 inh 1, MC4R antag cAMP 6, ABHD5-PLIN5 inh -1, m5-HT2A agonist 3, N-glyco inh -4 and Cardio protect -12.

Two neighbouring records already listed, for reference:
Screening CC(C)CCC(C(=O)O)C(C)CC(=O)NNC(=O)c1ccco1 (stereo not given) returned SRC2 inh 14&1, NOD2-RIPK2 inh -10&-2, ABCB6 inh MLPCN 89&97, MC4R ag barr 1.3&-0.5, TLR9-MyD88 inh 10&4, MC4R antag cAMP 11&14, ABHD5-PLIN5 inh 1&1, m5-HT2A agonist 3&5, N-glyco inh 1&2 and Cardio protect 1&-3.
For CCN(CC)S(=O)(=O)c1cccc(C(=O)Nc2ccc(S(=O)(=O)NC3=NCCCCC3)cc2)c1 the results were SRC2 inh 6, NOD2-RIPK2 inh -10, ABCB6 inh MLPCN 94, MC4R ag barr 1.3, TLR9-MyD88 inh 1, MC4R antag cAMP 6, ABHD5-PLIN5 inh -1, m5-HT2A agonist 3, N-glyco inh -4 and Cardio protect -12.

From PubChem BioAssay

These rows are one share of the data; count on the stated rates, not on these rows.
